# Compound activity: PubChem, Broad Institute
# ERAP1 inh: inhibitors of human ERAP1 aminopeptidase. Q9NZ08. inhibition, % at 10.7 µM. recombinant ERAP1, Leu-AMC fluorescence, 60 min. 340,000 tested, 0.15% active;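 active means mean replicate inhibition of at least 30%, or all replicates individually reaching that 30% level; inactive means mean below 30% and not every replicate reaching it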;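 further: 0% = neutral control wells and 100% = L-leucinethiol positive control wells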
# Target sequence (Q9NZ08 whole entry, looked up): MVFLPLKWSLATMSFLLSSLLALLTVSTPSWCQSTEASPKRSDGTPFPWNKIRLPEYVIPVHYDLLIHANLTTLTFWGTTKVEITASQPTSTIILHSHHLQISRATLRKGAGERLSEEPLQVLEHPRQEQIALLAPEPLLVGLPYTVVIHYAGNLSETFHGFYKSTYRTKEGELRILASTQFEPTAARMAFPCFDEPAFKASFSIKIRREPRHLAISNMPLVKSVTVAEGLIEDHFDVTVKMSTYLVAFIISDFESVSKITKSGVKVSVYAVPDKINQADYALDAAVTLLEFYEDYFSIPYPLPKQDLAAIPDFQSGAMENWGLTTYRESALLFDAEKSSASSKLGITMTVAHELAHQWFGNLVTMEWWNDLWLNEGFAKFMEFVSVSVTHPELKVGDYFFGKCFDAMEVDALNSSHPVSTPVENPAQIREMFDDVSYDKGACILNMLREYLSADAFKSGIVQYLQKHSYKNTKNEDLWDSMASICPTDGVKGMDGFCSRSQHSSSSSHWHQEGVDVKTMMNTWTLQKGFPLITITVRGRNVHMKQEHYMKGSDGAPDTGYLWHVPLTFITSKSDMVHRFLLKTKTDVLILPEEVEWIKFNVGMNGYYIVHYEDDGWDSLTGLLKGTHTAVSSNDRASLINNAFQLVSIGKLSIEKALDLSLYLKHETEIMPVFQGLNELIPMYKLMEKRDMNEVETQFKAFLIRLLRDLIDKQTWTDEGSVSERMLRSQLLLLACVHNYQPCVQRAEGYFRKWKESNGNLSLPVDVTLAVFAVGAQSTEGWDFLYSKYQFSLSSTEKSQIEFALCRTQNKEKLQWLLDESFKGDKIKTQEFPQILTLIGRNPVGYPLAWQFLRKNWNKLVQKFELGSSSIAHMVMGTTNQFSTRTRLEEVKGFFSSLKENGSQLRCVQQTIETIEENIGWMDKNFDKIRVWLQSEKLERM
# CFTR F508del cor: correctors of CFTR F508del function in bronchial epithelial cells. CFBE cells, YFP halide quenching; stimulated with forskolin plus potentiator P3; % fluorescence drop versus neutral controls. activity (quench increase), % at 7.58 µM. 350,000 tested, 0.36% active. AID 720511;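 active means mean added fluorescence quench of at least 8% versus neutral control, with both replicates also reaching 8%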;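 further: cells transiently co-express mutant CFTR-F508del with the halide-sensitive YFP; corrector assay measuring rescue of mutant channel to the surface after 24 h compound exposure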
# INS-1E GSIS act: GLuc luminescence reporter in INS-1E cells, primary screen for activators of glucose-dependent secretion of insulin. INS-1E GLuc reporter insulin secretion, 2-3 h. activation, % at 16.6 µM. 370,000 tested, 0.61% active. AID 743287;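 active means lowest replicate activation of at least 40%, so every replicate reaches that level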;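 further: 0% = median of neutral control wells and 100% = median of IBMX positive control wells; some compounds called inactive have numbers as strong as hits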
# RAD54 branch: blocks human RAD54 Holliday junction branch migration | FAM/BHQ fluorescence | 360,000 tested, 0.14% active | AID 602329 | inhibition, % at 10.4 µM;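 active means mean normalized replicate activity at least 40 and at least half of replicates scoring 40 or more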;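 further: 0% = median of neutral control wells and 100% = median of positive control wells; inhibitors cause a drop in the FAM fluorescence signal; in these data hits start at about 50%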
# Xi reactivation: activators of X-chromosome reactivation in mouse fibroblasts; XiGFP mouse fibroblasts, % GFP-positive cells imaging, 3 d; cells co-treated with 5-aza-dC sensitizer; scaled so ellipticine positive control = 100%; activation, % at 7.58 µM; 360,000 tested, 0.055% active; AID 743238;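 active means mean normalized replicate activation at least 10% and every replicate at or above 10%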;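 further: 0% = median of on-plate neutral control wells and 100% = ellipticine 6 µM median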
#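 Material: XiGFP fibroblasts, SV40-immortalized. Buffer or medium: DMEM plus 5-aza-dC sensitizer. Compound: single concentration per compound, delivered by pin transfer. Times: 3 days compound exposure. Controls: ellipticine 6 µM.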
# RAD52 anneal inh: RAD52 (human) annealing inhibition; inhibition, % at 18.7 µM; 360,000 tested, 0.46% active; recombinant RAD52 DNA annealing, FRET fluorescence; AID 651710;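 active means every replicate showing at least 50% inhibition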
# ARNT-TACC3 inh: ARNT/TACC3 interaction disruption; inhibition, % at 9.99 µM; Q9Y6A5; 390,000 tested, 0.66% active; AlphaScreen His-ARNT PAS-B/GST-TACC3 binding, luminescence; TACC3 fragment carries E629A point mutation;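 active means mean inhibition of replicates at least 50% and at least half of replicates each reaching 50%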;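 further: 0% = complete ARNT plus TACC3 wells and 100% = ARNT alone without TACC3; many hits fall short of the cut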
# esBAF inh: blocks esBAF chromatin remodeling in mouse ES cells; Bmi1-luciferase knock-in reporter, 24 h; 100% = twice the neutral-well signal; reporter increase, % at 12.5 µM; 350,000 tested, 2% active; AID 602393; in the data active means activation above about 40%;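 further: 0% = median of the plate's neutral control wells and 100% = double that signal; a rise in the Bmi1 reporter signal indicates esBAF inhibition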
# An asterisk follows results filed as active; · = no result given.
SMILES,ERAP1 inh,CFTR F508del cor,INS-1E GSIS act,RAD54 branch,Xi reactivation,RAD52 anneal inh,ARNT-TACC3 inh,esBAF inh
Cc1cccc(C(=O)Nc2ccc(S(=O)(=O)N3CCOCC3)cc2)c1[N+](=O)[O-],6,1.4,-18,7,0.0,-1,0,-3
Cc1ccccc1C(=O)N1CC(=O)Nc2ccc(F)cc2C1c1ccccc1 (stereo not given),-1,-2.1,-1,-9,0.1,0,-6,2
Cc1ccc(NC(=O)CN(C)C(=O)Cc2c[nH]c3ccccc23)cc1,-4,4.0,·,-7,0.1,-12,3,-6
Nc1ccc(C(=O)NNC(=O)C2COc3ccccc3O2)cc1[N+](=O)[O-] (stereo not given),-3,-2.5,-4,·,0.3,-12,-6,·
CCOC(=O)C1(Cc2ccccc2)CCCN(Cc2cnn(CC)c2)C1 (stereo not given),1,-3.6,3,·,0.0,-9,-5,·
COC(=O)C[C@@H]1C=C[C@H](NS(=O)(=O)c2ccc(OC)cc2)[C@@H](CO)O1,-2,-0.2,7,7,0.2,-12,-27,0
CN(CC(=O)NC(=O)Nc1ccccc1F)Cc1ccccc1F,-2,-1.4,·,-12,0.2,6,-31,32
CCCCNS(=O)(=O)CCNCc1ccc(OC)cc1,·,-0.5,15,-7,-0.1,-9,-3,-1
COc1ccc2cc(C(C)C(=O)NC3CCC(O)CC3)ccc2c1 (stereo not given),0,1.2,1,-8,0.3,3,8,3
COC(=O)c1ccc(NCc2cc(O)ccc2O)cc1,2,-1.9,6,·,0.4,-2,7,·
COc1ccc(OC(=O)c2cc3ccccc3o2)cc1,·,·,-2,-1,·,·,-4,-5
C[C@@H]1CN([C@H](C)CO)C(=O)CCCn2cc(nn2)CO[C@@H]1CN(C)S(=O)(=O)c1ccc(Oc2ccccc2)nc1,-2,-1.6,-4,·,-0.5,5,·,·
CCOc1ccc2ccccc2c1/C=N\NC(=O)c1ccc([N+](=O)[O-])cc1,-1,-1.4,1,4,0.0,-9,15,0
COC(=O)[C@@]12C[C@@H](CC(=O)NCC3CCCCC3)C(=O)N(Cc3ccc4c(c3)OCO4)C1=CCC(C)(C)C2,-1,0.0,·,·,0.7,-21,·,·
O=C1C=CC(=O)c2c(O)c(N3CCN(CCO)CC3)c(Cl)c(O)c21,5,-7.5,-35,·,-0.1,29,31*,-80
C[C@@H]1CN([C@H](C)CO)C(=O)c2cc(NC(=O)Nc3ccc4c(c3)OCO4)ccc2O[C@@H](C)CCCCO[C@@H]1CN(C)C(=O)c1ccccc1,-4,1.7,-18,6,0.5,-13,-5,-3
C[C@@H]1CCCCO[C@H](CN(C)C(=O)CCCN(C)C)[C@@H](C)CN([C@H](C)CO)C(=O)c2cc(NC(=O)NC3CCCCC3)ccc2O1,-4,-0.8,6,-6,-0.5,8,-7,5
O=C(O)CCNC1C=CS(=O)(=O)C1 (stereo not given),8,-3.7,25,-3,0.1,-1,-7,·
O=C(C[C@@H]1C=C[C@H](NS(=O)(=O)c2ccccc2F)[C@H](CO)O1)NCCCN1CCOCC1,2,2.8,14,5,4.6,2,-2,0
O=C(COC(=O)c1ccc2ccccc2c1)NCc1ccccc1,-3,0.0,-7,2,0.0,1,·,-6

# Next section (2 carried over from the part before).
SMILES,ERAP1 inh,CFTR F508del cor,INS-1E GSIS act,RAD54 branch,Xi reactivation,RAD52 anneal inh,ARNT-TACC3 inh,esBAF inh
O=C(C[C@@H]1C=C[C@H](NS(=O)(=O)c2ccccc2F)[C@H](CO)O1)NCCCN1CCOCC1,2,2.8,14,5,4.6,2,-2,0
O=C(COC(=O)c1ccc2ccccc2c1)NCc1ccccc1,-3,0.0,-7,2,0.0,1,·,-6
O=C(NC1CC1)c1ccc(NS(=O)(=O)c2ccccc2)cc1,0,2.6,-8,9,0.0,3,-1,3
Cc1csc(NC(=O)CSc2nccn2C)n1,1,-0.8,4,-6,0.1,-7,5,11
COc1ccc(/C=C/C(=O)N(CC(C)C)CC(C)C)cc1Br,·,·,-18,-2,·,·,9,4
NC(=O)CC(NC(=O)c1cccc(Br)c1)c1ccc(NC2CCN(Cc3ccccc3)CC2)c([N+](=O)[O-])c1 (stereo not given),·,-0.2,-14,-7,0.6,2,-4,-4
C[C@@H]1CN([C@H](C)CO)C(=O)c2cccc(NC(=O)Nc3ccc4c(c3)OCO4)c2O[C@H]1CN(C)CC1CC1,1,-0.5,0,2,0.0,6,11,33
Cc1cccc(-c2noc(CCc3ccccc3)n2)c1,-2,0.7,-2,-7,0.2,1,-5,63*
COc1ccc(CN(C)C[C@H]2Oc3c(NC(=O)Nc4ccc5c(c4)OCO5)cccc3C(=O)N([C@@H](C)CO)C[C@@H]2C)cc1,-2,-5.1,-8,-6,-0.3,11,18,13
Cn1c(SCC(=O)N2c3ccccc3Sc3ccccc32)nc2ccccc21,-1,·,5,·,1.1,-1,-1,·
COc1ccc2oc(C(=O)OCC(=O)N3CCCC3=O)c(C)c2c1,0,-0.9,7,5,0.0,-5,6,20
CCN(CC)C(=O)Oc1ccc2c(=O)c(-c3ccc(OC)cc3)coc2c1,-2,3.1,4,-7,·,-13,0,61*
COc1ccccc1N1CCN(C(=O)C(OC(C)=O)c2ccccc2)CC1 (stereo not given),·,·,-7,6,·,·,7,4
COc1ccc(N2CC(C(=O)Nc3nnc(SCc4ccccn4)s3)CC2=O)cc1 (stereo not given),-5,1.6,23,2,0.1,-9,-5,·
C[C@@H]1CN([C@@H](C)CO)C(=O)c2cccc(NC(=O)C3CCCCC3)c2O[C@H]1CN(C)C(=O)Nc1cccc2ccccc12,1,0.6,-8,-4,0.0,11,2,3
O=C(O)CSC1CC(=O)N(c2ccc(F)cc2)C1=O (stereo not given),-2,-0.4,12,-3,-0.1,-6,·,1
O=C(Nc1ccccc1)c1snc2c(=O)[nH]cnc12,3,-0.4,0,·,0.0,0,-21,·
COc1ccccc1CNC(=O)C(C)n1nc(C)n2c(cc3occc32)c1=O (stereo not given),3,-2.1,19,-8,0.1,-10,-2,-5
COc1ccc(N(C(=O)c2csnn2)C(C(=O)NC2CCCC2)c2ccccc2)cc1 (stereo not given),3,-2.0,-1,-20,0.2,-5,1,1
CCOC(=O)c1c(N)sc(C(=O)N(C)C)c1CN1CCOCC1,0,1.4,3,8,·,-7,2,-2
COc1ccc2c3c([nH]c2c1)[C@H](CO)N(C)CC31CN(S(=O)(=O)c2cn(C)cn2)C1,-1,-3.0,25,·,0.3,-11,·,·
COc1ccccc1C#Cc1cnc2c(c1)C(=O)N([C@H](C)CO)C[C@H](C)[C@H](CN(C)S(=O)(=O)c1cn(C)cn1)O2,4,-2.8,-3,-1,-0.1,-7,-7,-9

# Retrieved by structure from above (seven):
SMILES,ERAP1 inh,CFTR F508del cor,INS-1E GSIS act,RAD54 branch,Xi reactivation,RAD52 anneal inh,ARNT-TACC3 inh,esBAF inh
C[C@@H]1CCCCO[C@H](CN(C)C(=O)CCCN(C)C)[C@@H](C)CN([C@H](C)CO)C(=O)c2cc(NC(=O)NC3CCCCC3)ccc2O1,-4,-0.8,6,-6,-0.5,8,-7,5
COC(=O)[C@@]12C[C@@H](CC(=O)NCC3CCCCC3)C(=O)N(Cc3ccc4c(c3)OCO4)C1=CCC(C)(C)C2,-1,0.0,·,·,0.7,-21,·,·
CCOC(=O)C1(Cc2ccccc2)CCCN(Cc2cnn(CC)c2)C1 (stereo not given),1,-3.6,3,·,0.0,-9,-5,·
Cc1csc(NC(=O)CSc2nccn2C)n1,1,-0.8,4,-6,0.1,-7,5,11
C[C@@H]1CN([C@H](C)CO)C(=O)c2cccc(NC(=O)Nc3ccc4c(c3)OCO4)c2O[C@H]1CN(C)CC1CC1,1,-0.5,0,2,0.0,6,11,33
C[C@@H]1CN([C@@H](C)CO)C(=O)c2cccc(NC(=O)C3CCCCC3)c2O[C@H]1CN(C)C(=O)Nc1cccc2ccccc12,1,0.6,-8,-4,0.0,11,2,3
COc1ccc(/C=C/C(=O)N(CC(C)C)CC(C)C)cc1Br,·,·,-18,-2,·,·,9,4

# Next section.
SMILES,ERAP1 inh,CFTR F508del cor,INS-1E GSIS act,RAD54 branch,Xi reactivation,RAD52 anneal inh,ARNT-TACC3 inh,esBAF inh
CCNC(=O)[C@H]1[C@H](CO)[C@H]2Cn3c(ccc(-c4ccccc4F)c3=O)[C@@H]1N2S(C)(=O)=O,-1,-4.4,2,·,0.0,-3,·,·
CCc1nn(CC(=O)NCCc2ccc(Cl)cc2)c(=O)c2cccn12,6,2.8,55,8,0.2,-6,·,-2
C[C@@H]1CCCCO[C@@H](CN(C)S(=O)(=O)c2ccc(Cl)cc2)[C@@H](C)CN([C@H](C)CO)C(=O)c2cc(NC(=O)Nc3cccc4ccccc34)ccc2O1,1,-0.5,22,2,0.1,3,-2,0
COc1ccc(CNC(=O)CSc2nc3cccnc3s2)cc1,·,-0.1,·,-15,0.0,-4,-5,5
CN(C)C(=O)[C@H]1[C@H](CO)[C@H]2Cn3c(ccc(-c4ccccc4)c3=O)[C@@H]1N2C(=O)C1CCCC1,2,2.1,0,-3,0.0,-17,-8,-4
COc1ccc(C)cc1NC(=O)CN1C(=O)COc2ccc(S(=O)(=O)N3CCCCC3)cc21,1,-2.2,-15,-2,0.5,-8,0,3
O=C(c1cccc(C(=O)N(c2ccccn2)C2CCCCC2)c1)N(c1ccccn1)C1CCCCC1,-1,0.0,-7,-3,0.0,8,·,14
CC(C)NC(=O)Nc1ccc2c(c1)C(=O)N([C@H](C)CO)C[C@H](C)[C@@H](CN(C)C(=O)c1ccncc1)OCCCC[C@H](C)O2,3,2.0,34,17,0.1,1,-1,·
Cc1ccc(S(=O)(=O)N2CCN(C(=O)CCc3c[nH]c4ccccc34)CC2)cc1,4,0.7,10,0,-0.1,-17,16,-4
CO[C@H]1CN(C)C(=O)c2ccc(NS(=O)(=O)c3cccc(C)c3)cc2OC[C@H](C)NC[C@@H]1C,3,-1.2,6,·,0.5,-7,·,·
CCCCC(O)(CCCC)C(=O)N/N=C(\C)c1ccc(Cl)cc1,3,-2.2,-10,3,0.1,0,·,-12
O=C(CCCC(=O)c1ccccc1)Nc1ccc(O)cc1,2,1.3,12,7,0.0,0,-16,-10
Cc1csc(NC(=O)c2cncc(Br)c2)n1,0,3.0,12,·,-0.1,-18,-5,·
Fc1ccc(CSc2ncnc3scc(-c4ccccc4)c23)cc1,0,·,·,-1,0.4,-5,-1,·
N#C[C@@H]1[C@@H](c2ccc(-c3cccc(F)c3)cc2)[C@@H](CO)N1S(=O)(=O)c1cccc(F)c1,0,1.2,-7,-29,0.5,-37,-23,2
O=C(OCc1nc2ccsc2c(=O)[nH]1)c1cc(Br)c(Br)s1,-1,-9.2,3,0,-0.1,-10,-4,4
CSc1nnc(N2C(=O)C(O)=C(C(=O)c3ccc(C)o3)C2c2ccc(C)cc2)s1 (stereo not given),7,1.5,-5,-19,0.2,-152,1,32
O=C(Cc1ccccc1)NNc1ccc2ccccc2c1,-4,-2.7,12,·,0.1,-10,2,·
C[C@H](CO)N1C[C@H](C)[C@H](CN(C)Cc2ccncc2)Oc2ccc(NC(=O)Nc3cccc4ccccc34)cc2CC1=O,4,2.1,-16,9,-1.3,4,2,-2
C[C@H](CO)N1C[C@H](C)[C@H](CN(C)Cc2ccc(C(=O)O)cc2)Oc2ccc(NS(=O)(=O)c3cccs3)cc2C1=O,-8,-1.1,12,-1,-0.1,1,-7,-6
COc1cccc(NC(=O)CN(C)C(=O)C23CC4CC(CC(Cl)(C4)C2)C3)c1,-2,2.6,·,-1,0.2,-4,2,0

# Structures above marked active in esBAF inh.
mol	ERAP1 inh	CFTR F508del cor	INS-1E GSIS act	RAD52 anneal inh	ARNT-TACC3 inh	esBAF inh
Cc1cccc(-c2noc(CCc3ccccc3)n2)c1	-2	0.7	-2	1	-5	63*
CCN(CC)C(=O)Oc1ccc2c(=O)c(-c3ccc(OC)cc3)coc2c1	-2	3.1	4	-13	0	61*
